TNAP inh hi DEA = TNAP (human) inhibition, high acceptor; P05186; 200,000 tested, 0.03% active; AID 1135; inhibition, % at 20 µM; purified TNAP, CDP-star luminescence, 1 M DEA;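 active = over 50% inhibition of tissue-nonspecific alkaline phosphatase at 20 µM in the single-dose screen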;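 note: plate controls were DMSO wells for no effect and EDTA-quenched wells as full inhibition for full effect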
Target sequence (P05186 whole entry, looked up): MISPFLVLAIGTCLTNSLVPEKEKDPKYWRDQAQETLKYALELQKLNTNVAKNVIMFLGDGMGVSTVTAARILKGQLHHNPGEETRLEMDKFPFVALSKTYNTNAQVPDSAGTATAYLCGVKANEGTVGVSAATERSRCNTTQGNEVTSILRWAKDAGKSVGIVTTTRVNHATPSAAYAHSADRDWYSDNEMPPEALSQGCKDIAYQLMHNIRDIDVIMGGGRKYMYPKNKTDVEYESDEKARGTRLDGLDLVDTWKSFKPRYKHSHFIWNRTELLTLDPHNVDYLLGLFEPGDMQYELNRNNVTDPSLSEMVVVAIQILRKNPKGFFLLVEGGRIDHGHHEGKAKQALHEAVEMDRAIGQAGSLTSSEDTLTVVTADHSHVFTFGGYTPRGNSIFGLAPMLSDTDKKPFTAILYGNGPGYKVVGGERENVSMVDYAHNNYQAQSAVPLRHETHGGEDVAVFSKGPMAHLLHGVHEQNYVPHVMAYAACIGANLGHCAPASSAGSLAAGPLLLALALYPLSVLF
bIAP act = intestinal alkaline phosphatase (bovine) activation; AID 1016; activation factor at 20 µM; 200,000 tested, 0.17% active; purified bovine IAP, CDP-star luminescence, 30 min; active compounds read high; fold of DMSO-control signal, blank-subtracted;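 active = activation factor of 2 or more at 20 µM, a signal rise over negative controls twice the positive control's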
TNAP inh noacc = blocks human TNAP activity with no phosphate acceptor present; P05186; purified TNAP, CDP-star luminescence, 30 min; inhibition, % at 20 µM; 200,000 tested, 0.26% active;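 active = tissue-nonspecific alkaline phosphatase inhibition above about 50% at 20 µM in the single-dose screen, limit read from the data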;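 note: 0% = DMSO negative control and 100% = EDTA positive control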
FLuc inh counter = Photinus pyralis luciferase inhibition counter-screen. P08659. ATPLite firefly luciferase biochemical luminescence, 10 min. inhibition, % at 10 µM. 200,000 tested, 1.5% active. AID 1006;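 active = inhibition above about 50% when tested at 10 µM, limit read from the data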
Target sequence (P08659 whole entry, looked up): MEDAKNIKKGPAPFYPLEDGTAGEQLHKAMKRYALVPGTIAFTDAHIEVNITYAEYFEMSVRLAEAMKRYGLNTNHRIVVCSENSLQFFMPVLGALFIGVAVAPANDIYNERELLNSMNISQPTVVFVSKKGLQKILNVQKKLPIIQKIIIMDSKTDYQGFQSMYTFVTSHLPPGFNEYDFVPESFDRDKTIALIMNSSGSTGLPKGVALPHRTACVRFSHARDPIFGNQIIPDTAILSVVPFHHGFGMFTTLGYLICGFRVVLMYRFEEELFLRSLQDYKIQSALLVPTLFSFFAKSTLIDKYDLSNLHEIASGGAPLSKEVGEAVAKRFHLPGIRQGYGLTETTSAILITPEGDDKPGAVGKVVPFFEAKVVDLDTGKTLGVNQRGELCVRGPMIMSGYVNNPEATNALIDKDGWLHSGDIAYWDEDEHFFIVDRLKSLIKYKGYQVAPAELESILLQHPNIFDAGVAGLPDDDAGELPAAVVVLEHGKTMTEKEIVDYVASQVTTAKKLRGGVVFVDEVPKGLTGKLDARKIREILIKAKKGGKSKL
bIAP inh = blocks bovine intestinal alkaline phosphatase activity; inhibition, % at 20 µM; 190,000 tested, under 10 active; purified bovine IAP, CDP-star luminescence, 30 min;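 active = over 50% inhibition of intestinal alkaline phosphatase at 20 µM in the single-dose screen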
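Assay system – bovine IAP enzyme · Quantity – bovine IAP at 1/65,000,000 final dilution · Detection – CDP-star luminescence signal · Times – 30 min reaction at room temperature · Also added – CDP-star substrate at 30 µM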
RAM network inh = blocks the yeast RAM network; S. cerevisiae dse1pr::URA3 reporter, 5-FOA growth OD615, 2 d; analog-sensitive cbk1-as2 kinase mutant strain; inhibition, % at 50 µM; 190,000 tested, 1.8% active;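 active = inhibition above a set limit, 3 SD over mean compound inhibition, cut at about 8.4% in these data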;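 note: 0% = DMSO-only wells with no growth and 100% = 10 µM 1-NA-PP1 full growth; inhibition rescues growth on 5-FOA so higher OD means more RAM inhibition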
TNAP act hiacc = TNAP (human) activation, high acceptor; purified TNAP, CDP-star luminescence, 1 M DEA, 30 min; active compounds read high; 0 = EDTA background, 1 = DMSO-only activity; activation factor at 20 µM; 200,000 tested, under 10 active; AID 1136;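 active = activation factor at least 2 at 20 µM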
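Dosing: 20 µM single point. System: human TNAP. Amount: TNAP 1/800 final. Incubation: 30 min, room temperature. Read-out: TNAP activation factor scaled between EDTA and DMSO control wells. Signal: luminescence from CDP-star hydrolysis. Medium: 1 M DEA, pH 9.8, Mg2+, Zn2+. Control set: EDTA negative control, DMSO positive control.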
FLuc act counter = firefly luciferase counter-screen for stimulation assays; 200,000 tested, under 10 active; AID 1027; ATPlite luciferase biochemical, luminescence, 10 min; 0 = ATP-free wells, 1 = DMSO control; activation factor at 10 µM; P08659;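 active = luciferase activation factor, scaled between plate controls, of at least 2 with compound at 10 µM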
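Material: Luciferase/luciferin reagent mix | Doses: Test compounds dosed from 2 mM stocks in 100% DMSO | Timing: 10 min incubation after luciferase reagent addition, room temperature | Measured by: Luminescence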
APP transl inh = APP translation inhibition; SH-SY5Y APP 5'UTR-luciferase reporter, luminescence; inhibition, % at 2 µM; 190,000 tested, 0.82% active; AID 1285;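 active = inhibition above a set limit, derived from the sample mean plus 3 SD, cut at about 45% in these data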; note: values of inactives mirror those of a sister screen read the other way
L major viab = Leishmania major promastigote growth inhibition; Leishmania major promastigotes, resazurin fluorescence viability; inhibition, % at 10 µM; 200,000 tested, 9% active; AID 1063; in the data active = inhibition above about 50%;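 note: promastigotes grown with compound for 44 hours at 28 °C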
* = called active by the depositor; / = not tested or not shown. Not a hit list. Share with any hit: about 13%.

Every second line gives: FLuc act counter	bIAP act	RAM network inh	FLuc inh counter	TNAP inh hi DEA	APP transl inh	TNAP inh noacc	bIAP inh	L major viab	TNAP act hiacc
COc1ccc(-c2nn(-c3ccccc3)cc2/C=C(\C#N)C(N)=O)cc1[N+](=O)[O-]
 : 1.1	1	1.8	-6	0	-12	-4	-2	12	1
CCCNC(=O)CSCc1nc(-c2ccc(SC)cc2)oc1C
 : 1	1	0.6	-3	-1	-8	-5	-1	7	1
Cc1noc(C)c1CSc1ncnc2sc3c(c12)CCC(C)C3 (stereo not given)
 : 1	1.1	4.6	-3	2	14	-6	-9	-3	1
CCn1nccc1C(=O)NC1=C(C#N)CCC1
 : 1.1	1	0.2	-5	-5	1	-11	-1	-2	1.1
Cc1cc(C)n(CC(O)Cn2c(C)c(C)c3ccccc32)n1 (stereo not given)
 : 1.1	1	0.4	-6	2	-10	-6	0	10	1
CC(C)=CCCC(C)CN1CCC(N2CCC(C(=O)N3CCOCC3)CC2)CC1 (stereo not given)
 : 1.1	1	2.5	-6	-6	-6	-12	-5	96*	1.1
COc1ccc(OC)c2c(N3CCN(C)CC3)cc(C(F)(F)F)nc12
 : 1	1.1	1.8	1	-8	9	-8	-9	1	1.1
N#CCCn1cc(/C=N/NC(N)=S)c(-c2ccc(Br)cc2)n1
 : 1	0.9	3.4	3	0	-4	-29	11	5	1
O=C(COC(=O)c1ccccc1NC(=O)c1ccco1)NC1CCCCC1
 : 1	0.9	3.2	-3	2	-13	-7	6	-4	1
O=C(COC(=O)Cc1ccc(Br)cc1)NCC1CCCCC1
 : 1	1.1	2.5	-1	3	14	-9	-9	-3	1
CCCC(=O)Nc1ccc2oc(-c3ccncc3)nc2c1
 : 1	0.9	2.1	1	-8	-3	-9	10	-2	1.1
CC(=O)c1cc(-c2ccccc2)[nH]c1N1CCCC1
 : 1	1	1.7	-2	2	-6	-6	1	30	1
CCOC(=O)CC1=NN(c2ccccc2)C(=O)C1
 : 1.1	1	0.4	-8	-3	-15	-6	1	0	1
Cc1nn(C)c(C)c1/C=N/NC(=O)CCn1nc(C)c([N+](=O)[O-])c1C
 : 1	1	1.2	-5	-2	4	-6	-5	-4	1
Cc1ccc(C(=O)NN2C(=O)C3C4c5ccccc5C(c5ccccc54)C3C2=O)cc1 (stereo not given)
 : 1.1	0.9	3.1	-6	-2	-1	-24	10	4	1
N/C(=N\NC(=O)c1ccccc1Cl)c1cc2ccccc2oc1=O
 : 1	1.2	2.0	0	3	0	19	-18	42	1
CCCCCC(=O)Nc1ccccc1N1CCN(c2ccccc2)CC1
 : 1	1	-0.4	-1	-8	-12	-5	5	17	1.1
CCc1nnc(NC(=O)C2CCCN(c3nc4ccccc4s3)C2)s1 (stereo not given)
 : 1	1	5.1	-4	-7	-3	-12	-2	-3	1.1
CC(C)CN(C(=O)CN1CCN(S(=O)(=O)c2ccc3ccccc3c2)CC1)c1c(N)n(CC(C)C)c(=O)[nH]c1=O
 : 1	0.8	3.2	-3	-4	-18	-9	24	29	1
N#Cc1c(NC(=O)CSc2nc(N)cc(=O)[nH]2)sc2c1CCCC2
 : 1	1	5.2	1	2	-11	-2	-2	-3	1
CC(C)C1C(c2ccccc2)N(C)C(c2ccccc2)CC1(O)c1ccccc1 (stereo not given)
 : 1.1	0.7	0.0	-6	-8	/	-8	26	40	1.1
O=C(Nc1ccc(OC(F)(F)F)cc1)c1ccc2nccnc2c1
 : 1	1.2	3.0	-1	1	-5	-2	-15	2	1
N#Cc1nc(-c2ccc(OCc3ccc(Cl)cc3)cc2)oc1NCCCn1ccnc1
 : 1	1.1	-0.1	0	-2	-19	1	-14	-3	1
O=C(NC(=S)NC1CCCCCCCCCCC1)c1cccnc1
 : 1	1	6.3	3	2	2	7	-1	-4	1
c1ccc(-c2nc3ccccc3o2)nc1
 : 0.7	1	0.0	31	-4	-48	-11	3	1	1
CCOC(=O)CSc1nc2ccccc2c(=O)n1CCN1CCOCC1
 : 1.1	0.9	0.3	-7	-1	-7	-8	8	-5	1
OC(COc1ccc(C2C=CCC2)cc1)CN1CCCCC1 (stereo not given)
 : 1.1	0.8	1.8	-8	-4	10	-14	16	97*	1
O=C(c1cccc(S(=O)(=O)N2CCCC2)c1)N1CCN(c2ccccc2F)CC1
 : 1.1	0.9	-0.2	-6	-7	-9	-13	8	-5	1.1
Cc1ccn(CC(=O)N/N=C/c2cc([N+](=O)[O-])ccc2O)n1
 : 1	0.9	0.0	-4	5	11	-23	13	6	1
O=C(c1ccco1)N1CCN(CC(=O)N2CCCc3c2c(=O)oc2ccc(O)cc32)CC1
 : 1.1	0.8	1.2	-9	-2	4	-4	19	-1	1
Cc1c(NC(=O)C(C)OC(=O)c2cccs2)c(=O)n(-c2ccccc2)n1C (stereo not given)
 : 1.1	1	3.5	-10	-5	-26	-9	5	-4	1.1
COc1ccc(NC(=O)c2ccco2)c(NC(=O)Cc2cccs2)c1
 : 1.1	0.9	0.2	-8	-8	0	-19	8	-5	1.1
CCSC1=C(C#N)C(=O)n2c1cc1c2CCCC1
 : 1	1	2.8	3	2	-10	-5	1	-1	1
Cc1ccccc1NCC(=O)c1ccc(Br)cc1
 : 1	0.9	6.0	1	-2	-5	-4	8	7	1
CC1=C(C(=O)N2CCOCC2)C(c2ccc(C)cc2)NC(=S)N1 (stereo not given)
 : 1	0.9	-0.5	-1	8	-3	-7	8	-6	0.9
COc1ccsc1C(=O)N1CCN(Cc2ccc3c(c2)OCO3)CC1
 : 1.1	1	-0.8	-12	-6	8	-3	1	-8	1.1
COc1ccc([C@@H]2[C@@H](C(=O)C(C)(C)C)N3N=Cc4ccccc4[C@@H]3C23C(=O)OC(C)(C)OC3=O)cc1OC
 : 1.1	0.6	0.2	-9	-1	-13	-6	40	1	1
O=C(c1csc2ccccc12)n1cccn1
 : 1	0.9	-0.7	0	-8	-1	-11	6	-4	1.1
O=C(NC1=NCCS1)c1cccc(OC(F)F)c1
 : 0.7	1.1	-1.1	30	3	-150	2	-13	-4	1
CSc1nc(-c2ccccc2)nc(NC(=O)C(C)C)c1C(C)=O
 : 1.1	1	1.4	-5	-4	54*	-14	4	6	1
O=[n+]1c2c(n([O-])c3c1CCC3)CCCC2
 : 1	0.9	-0.1	-4	-4	10	-10	7	2	1
O=C(NCC(=O)N1CCCCC1)c1ccc(Cl)cc1Cl
 : 1	1	-1.5	1	0	/	-13	2	-2	1
Cc1ccc(-c2csc(NC(=O)c3cnccn3)n2)cc1C
 : 1	1.1	2.8	-4	-3	-12	-75	-8	-7	1
Cn1cc(C(=O)NCC2COc3ccccc3O2)c(=O)c2cc(S(=O)(=O)N3CCCCC3)ccc21 (stereo not given)
 : 1.1	1	2.9	-7	-1	-10	-6	0	16	1
CCOC(=O)N1CCC(Nc2nc3ccccc3nc2NS(=O)(=O)c2ccc(Cl)cc2)CC1
 : 1.1	1	4.1	-8	-5	-48	-16	4	-8	1

Compound profiles (already shown):
`CSc1nc(-c2ccccc2)nc(NC(=O)C(C)C)c1C(C)=O` across the screens: FLuc act counter: 1.1; bIAP act: 1; RAM network inh: 1.4; FLuc inh counter: -5; TNAP inh hi DEA: -4; APP transl inh: 54*; TNAP inh noacc: -14; bIAP inh: 4; L major viab: 6; TNAP act hiacc: 1
`O=C(NCC(=O)N1CCCCC1)c1ccc(Cl)cc1Cl` across the screens: FLuc act counter: 1; bIAP act: 1; RAM network inh: -1.5; FLuc inh counter: 1; TNAP inh hi DEA: 0; APP transl inh: /; TNAP inh noacc: -13; bIAP inh: 2; L major viab: -2; TNAP act hiacc: 1

APP transl inh: entries above that show a hit.
SMILES	bIAP act	RAM network inh	TNAP inh hi DEA	APP transl inh	TNAP inh noacc	bIAP inh	TNAP act hiacc
CSc1nc(-c2ccccc2)nc(NC(=O)C(C)C)c1C(C)=O	1	1.4	-4	54*	-14	4	1

Continuation:
Every second line gives: FLuc act counter	bIAP act	RAM network inh	FLuc inh counter	TNAP inh hi DEA	APP transl inh	TNAP inh noacc	bIAP inh	L major viab	TNAP act hiacc
COc1cc(S(=O)(=O)N(CCc2ccccc2)Cc2cccs2)ccc1-n1cnnn1
 : 1.1	0.8	9.1*	-8	-7	-9	-11	19	7	1.1
Cc1cc(=O)[nH]c(SCC(=O)N2CCN(C(c3ccccc3)c3ccccc3)CC2)n1
 : 1	1	1.8	-4	0	-15	-8	2	15	1
CCSCc1nnc(SCC(=O)c2ccc(OC)cc2)n1C
 : 1	1	1.9	-1	-6	32	-13	-2	-2	1.1
Cc1cc(C)cc(NC(=O)Cn2c(=O)oc3cc(S(=O)(=O)N4CC(C)CC(C)C4)ccc32)c1 (stereo not given)
 : 1	1.2	0.5	0	-7	6	-12	-21	-15	1.1
Cc1ccc(-c2nn3c(C)nnc3s2)cc1NC(=O)CSc1ccc(Cl)cc1
 : 1.1	1	4.8	-6	-2	-1	0	4	0	1
COc1cc(/C=C/C(=O)c2ccc(C)c([N+](=O)[O-])c2)cc(OC)c1O
 : 1	0.9	1.6	-4	59*	18	50	14	79*	0.4
C/C(=N\NC(=O)c1c[nH]c2ccccc12)c1ccc2c(c1)OCO2
 : 0.8	1.1	-0.4	18	3	-10	-5	-8	14	1
Cc1cc(C)n(CCNc2nc3nonc3nc2N2CCCCC2)n1
 : 1	1.1	-0.1	-2	-2	4	-3	-12	6	1
CCOC(=O)c1c(NC(=O)C2CC2)sc(C)c1CC
 : 1.1	0.8	0.5	-6	-2	22	-8	15	-7	1
O=c1c(C=NCCCn2ccnc2)c(-c2ccccc2)[nH]n1-c1nc2ccccc2s1
 : 1	1.1	0.9	4	-4	7	-2	-6	-10	1
COc1ccc(N(CCCN2C(=O)c3cccc4cccc(c34)C2=O)C(=O)c2cccs2)cc1
 : 1	1	6.0	-4	-4	0	-15	4	6	1
Cc1ccc(OCCn2c(=O)n(C)c3ccccc32)cc1
 : 0.8	1	0.0	16	-6	-118	-8	2	6	1.1
CCO/C(C)=N/n1c2nc3ccccc3nc2c2c(=O)n(CC(C)C)c(C)nc21
 : 1.1	1	1.2	-10	-3	4	-3	2	18	1
O=C(CSc1n[nH]c(-c2ccccc2)n1)Nc1ccc(Br)cn1
 : 1.1	1	4.6	-8	2	4	57*	1	54*	1
COc1ccc(N2CCN(C(=S)Nc3ccc(C)cc3C)CC2)cc1
 : 1	1	3.4	-2	-2	-9	-7	1	-7	1
CCCOc1ccc(-c2nnc(-c3ccncc3)o2)cc1
 : 0.9	0.9	1.2	7	-10	-124	-1	9	-3	1.1
COc1cc(C2c3c(oc4ccccc4c3=O)C(=O)N2Cc2cccnc2)cc(OC)c1OC (stereo not given)
 : 1	1	1.4	-4	5	-14	-13	-4	-7	0.9
O=C(/C(=C/O)N=Nc1cccc(C(F)(F)F)c1)c1ccccc1
 : 1	1.2	7.7	2	0	12	-10	-17	5	1
O=C(O)c1cccc(NCc2cccnc2)c1
 : 1.1	0.9	0.6	-5	0	10	-4	8	-4	1
O=C(O)C1CC(=O)N(c2ccc(F)c(F)c2)C1 (stereo not given)
 : 1.1	0.9	0.5	-7	-5	-12	1	7	-5	1
O=S1(=O)NC(=NCc2ccccc2)c2ccccc21
 : 1.1	0.9	-0.3	-6	0	-16	-9	13	-4	1
O=C(Nc1ccc2c(c1)OCCO2)C1CCN(S(=O)(=O)c2ccc3c(c2)OCCO3)CC1
 : 1	1.4	3.1	-3	-4	-28	-15	-36	2	1
c1ccc(-c2nn3nnnc3c3ccccc23)cc1
 : 1	0.9	1.7	-4	-1	2	-10	11	14	1
